# FN deposition inh = fibronectin deposition inhibition | inhibition, % at 12.6 µM | 0.086% of 350,000 active | AH1F fibroblasts, Alexa488-fibronectin deposition fluorescence, overnight | AID 743247;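 active means mean inhibition across replicates of 30% or more, regardless of how many single replicates reach that level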;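 further: positive control wells lacked labelled fibronectin entirely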
#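 Assay system: AH1F fibroblast monolayer, labelled fibronectin deposition. Amount: 10000 cells per well. Also added: labelled fibronectin 24 nM. Compound: single-point pinned compound. Incubation: cell attachment 1 h, compound and FN exposure overnight. Detection: fluorescence after three HBSS washes, excitation 485 nm, emission 525 nm. Read-out: inhibition of fibronectin deposition signal.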
# C2C12 statin = suppression of simvastatin myotoxicity; C2C12 myotubes + simvastatin, ATP luminescence, 48 h; scaled: DMSO 0, geranylgeraniol control 100; rescue of ATP level, % at 7.49 µM; 0.78% of 330,000 active; AID 602340;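 active means mean ATP rescue above about 67%, or every replicate alone reaching that limit, limit read from the data, passing the limit was not always enough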;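 further: myotubes were challenged with 10 µM simvastatin during compound exposure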
# SIRT5 block = sirtuin-5 (human) deacylase inhibition. Purified SirT5, succinyl-peptide AMC, trypsin-coupled fluorescence. inhibition, % at 15 µM. 1.1% of 330,000 active; in the data active means inhibition above about 15%
# Target sequence (Q9NXA8 whole entry, looked up): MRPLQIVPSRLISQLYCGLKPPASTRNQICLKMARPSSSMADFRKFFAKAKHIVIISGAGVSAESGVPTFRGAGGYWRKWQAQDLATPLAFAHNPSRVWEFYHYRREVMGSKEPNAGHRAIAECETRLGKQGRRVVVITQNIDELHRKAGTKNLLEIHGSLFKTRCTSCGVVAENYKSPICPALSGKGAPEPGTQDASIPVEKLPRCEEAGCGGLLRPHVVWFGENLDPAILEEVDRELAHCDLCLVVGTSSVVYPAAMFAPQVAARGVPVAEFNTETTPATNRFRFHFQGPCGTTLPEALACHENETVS
# S100A4 MyoIIA = S100A4-myosin IIA interaction inhibition | P26447 | S100A4/TAMRA-MyoIIA peptide fluorescence polarization | inhibition, % at 10.7 µM | 0.14% of 360,000 active | AID 652163;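 active means mean inhibition of at least 70% across replicates, with every replicate also reaching that level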
# Target sequence (P26447 whole entry, looked up): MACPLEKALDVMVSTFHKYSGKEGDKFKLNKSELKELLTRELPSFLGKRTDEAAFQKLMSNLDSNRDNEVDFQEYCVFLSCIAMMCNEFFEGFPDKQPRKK
#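 incubation = readout 5 min after mixing, signal stable up to 60 min | system = S100A4 monomer protein | buffer or medium = HEPES pH 7.2 with CaCl2, KCl, NaCl, DTT, Triton | benchmarks = neutral control DMSO, positive control TFP | also added = fluorescent myosin IIA peptide, 5 nM | compound dosing = one concentration per compound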
# Casp6 inh = blocks human caspase-6 cleavage activity. purified caspase-6, Z-VEID-R110 cleavage fluorescence. inhibition, % at 12.5 µM. 0.53% of 350,000 active. AID 686996;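 active means mean inhibition across replicates at least about 35%, with every replicate also reaching that limit, limit read from the data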;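 further: 0% = median of neutral control wells and 100% = no fluorescence left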
# Target sequence (P55212 24-179 limits assumed): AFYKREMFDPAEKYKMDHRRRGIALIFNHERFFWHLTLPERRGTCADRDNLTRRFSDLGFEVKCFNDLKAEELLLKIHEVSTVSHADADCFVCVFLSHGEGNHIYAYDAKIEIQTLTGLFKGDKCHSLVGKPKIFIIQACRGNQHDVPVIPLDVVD
# Target sequence (P55212 194-293 limits assumed): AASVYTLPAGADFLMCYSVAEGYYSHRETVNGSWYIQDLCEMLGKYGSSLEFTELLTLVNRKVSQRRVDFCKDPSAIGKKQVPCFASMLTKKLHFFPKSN
# LGR2 antag = blocks bursicon-induced cAMP signaling via Drosophila LGR2 | inhibition, % at 9.99 µM | 0.35% of 380,000 active | HEK293 LGR2, CRE-luciferase, bursicon-stimulated, 4 h;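 active means drop in luminescence signal, shown as inhibition above about 50% in the replicate tests, limit read from the data, passing the limit was not always enough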;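 further: agonist challenge used bursicon conditioned medium at about half maximal strength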
# esBAF inh = inhibitors of esBAF chromatin remodeling in mouse ES cells; Bmi1-luciferase knock-in reporter, 24 h; 100% = twice the neutral-well signal; reporter increase, % at 12.5 µM; 2% of 350,000 active; AID 602393; in the data active means activation above about 40%;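 further: 0% = median of the plate's neutral control wells and 100% = double that signal; a rise in the Bmi1 reporter signal indicates esBAF inhibition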
# Starred values were filed as active, the others as inactive; nt = not tested or not shown. These rows are one share of the data, so the mix of outcomes need not match the whole.
# A first look:
SMILES	S100A4 MyoIIA	FN deposition inh	Casp6 inh	C2C12 statin	esBAF inh	SIRT5 block	LGR2 antag
Cc1[nH]c2ccccc2c1/C=N/NC(=O)CCC(=O)Nc1ccccc1	-2	-1	-1	5	-4	-9	-8
CC(C)C(=O)Nc1cccc(NC(=S)NC(=O)c2ccc3c(c2)OCO3)c1	0	6	4	-1	62*	3	-57

# Results, previewed entries included:
SMILES	S100A4 MyoIIA	FN deposition inh	Casp6 inh	C2C12 statin	esBAF inh	SIRT5 block	LGR2 antag
Cc1[nH]c2ccccc2c1/C=N/NC(=O)CCC(=O)Nc1ccccc1	-2	-1	-1	5	-4	-9	-8
CC(C)C(=O)Nc1cccc(NC(=S)NC(=O)c2ccc3c(c2)OCO3)c1	0	6	4	-1	62*	3	-57
COc1ccc(N=Cc2cccc(C)c2O)cc1Cl	-8	-8	-4	nt	nt	nt	-4
COc1cccc(-n2cnnc2SCC(=O)NC2CC2)c1	-2	6	-3	1	7	-1	3
Cc1noc(C)c1S(=O)(=O)Nc1ccc2c(c1)C(=O)N([C@H](C)CO)C[C@@H](C)[C@H](CN(C)C(=O)NC1CCCCC1)O2	1	6	1	-45	-3	2	19
COc1cc(-c2[nH]ncc2CN2CCN(Cc3cccs3)CC2)cc(OC)c1OC	6	-5	0	-1	3	9	0
COc1ccc(CNC(=O)C[C@H]2C(=O)N(c3ccccc3)C[C@@H]2Cc2ccccc2)cc1	0	-4	4	-3	2	-1	-7
O=c1c2cc(N3CCOCC3)ccc2[nH]c(=S)n1Cc1ccc(Cl)cc1	nt	41*	nt	2	54*	nt	nt
O=S(=O)(N[C@H]1CC[C@H](CCn2cc(-c3cccc(F)c3)nn2)O[C@H]1CO)c1ccc(F)cc1	-9	-4	0	7	6	25*	-11
Cc1ccc2oc(=O)cc(CN3CC(C)OC(C)C3)c2c1 (configuration not stated)	-5	8	-2	27	-2	2	4
COc1cc(/C=N/NC(=O)CCN2CCCCC2)ccc1O	-5	-1	-9	nt	nt	3	nt
COC(=O)c1cc(=O)nc(NN=Cc2ccc(C)cc2)s1	-4	6	0	nt	nt	5	-1
CC(C)C(=O)Nc1ccc2c(c1)Cc1cc(NC(=O)C(C)C)ccc1-2	-2	3	2	-13	1	1	-5
O=C(Cc1ccc(Cl)cc1)c1ccccc1	5	-2	-2	4	62*	-6	-88
O=C(OCc1ccccc1)N1CCC2CC1c1c2cccc1N1CCOCC1 (configuration not stated)	-2	1	1	-1	-5	-1	-2
CN(Cc1ccccc1)c1ccc(C(CC(N)=O)NC(=O)Cc2cccc3ccccc23)cc1[N+](=O)[O-] (configuration not stated)	-5	4	3	5	-1	12	nt
CCCC#Cc1ccc2c(c1)O[C@H](CN(C)S(=O)(=O)c1cccc(OC)c1)[C@@H](C)CN([C@@H](C)CO)S2(=O)=O	nt	4	nt	-9	-3	nt	16
C[C@@H]1CCCCO[C@@H](CN(C)CC2CCCCC2)[C@@H](C)CN([C@@H](C)CO)C(=O)c2cc(NS(=O)(=O)c3ccccc3)ccc2O1	17	nt	0	10	2	11	-5
CC[C@]12c3[nH]c4cc(CCC(=O)N(C)C)ccc4c3CCN1C(=O)[C@@H](CC(=O)NCCN1CCOCC1)C[C@@H]2C(=O)N1CCN(C(=O)c2ccco2)CC1	-51	-1	-19	9	0	2	-32
CCn1nc(C)c(CNC(=O)c2ccc(OC3CCN(Cc4ccccn4)CC3)cc2)c1C	-1	nt	-2	-15	-19	0	21
Cn1cccc1/C=C1\SC(=S)N(CC(=O)O)C1=O	1	-1	2	nt	nt	10	-6
COc1ccc(C)cc1S(=O)(=O)NNc1nc(C)cc(C)n1	-2	-1	3	nt	nt	nt	7
CC[C@@H]1[C@H]2CCCC(=O)N3CC[C@@H](C[C@@H]1Nc1ccccc1)[C@@H]23	18	-3	15	4	-3	nt	-1
COc1ccc(N(C(=O)C2CCCCC2)C2C=CS(=O)(=O)C2)c(OC)c1 (configuration not stated)	1	nt	-1	-8	-5	5	0
O=[N+]([O-])c1ccc(C(O)CN=Cc2ccc(O)cc2O)cc1 (configuration not stated)	-1	3	0	nt	nt	-1	14
O=C(C[C@@H]1C[C@H]2c3cc(NC(=O)CC4CC4)ccc3O[C@H]2[C@@H](CO)O1)NCc1ccccc1F	3	4	2	2	-3	-3	10
O=C(NCC(c1ccco1)N1CCc2ccccc2C1)c1cccc(Br)c1 (configuration not stated)	0	-8	-3	12	-2	-1	2
CCC/C(O)=C1\C(=O)CCCC1=NCCc1c(C)[nH]c2ccc(OC)cc12	-1	1	-4	12	-1	2	12
CCC(=O)N1CC2(C1)[C@H](c1ccccc1)[C@H](CO)N2CC1CC1	17	-11	6	nt	nt	-3	22
COCCNC(=O)C(=O)NNC(=O)c1ccccc1OC	3	-5	0	-5	6	2	10
CCOc1ccc(N(CC(=O)Nc2cc(C)ccc2C)S(=O)(=O)c2c(C)[nH]c(=O)[nH]c2=O)cc1	-9	8	2	-2	-5	1	-4
CCOC(=O)c1[nH]c(C)c(C(=O)N(C)C)c1C	nt	2	nt	4	5	nt	13
O=C(c1ccc(Cl)c(Cl)c1)N1CCN(c2ccccn2)CC1	-3	2	3	9	-6	-1	3
Cc1cc(Br)c(OCC(=O)NN)c2c1CCC2	1	-3	-3	12	-7	-3	nt
CC1(C)CC(=O)C(C2(O)C(=O)Nc3ccccc32)CO1 (configuration not stated)	-3	0	-3	6	-1	-4	-3
Cn1cc(S(=O)(=O)N2CCc3ccccc3C2)c(=O)n(C)c1=O	-1	0	0	3	-3	1	-1
CN(C)Cc1c(O)ccc2c(-c3ccccc3)cc(=O)oc12	-7	nt	-7	nt	nt	2	22
NC(=O)N1CCC2(CC1)NC(=O)N(c1ccccc1)N2	-12	-1	0	nt	nt	2	-6
COc1ccccc1CN1CC(C(=O)NCc2nccn2C)CCC1=O (configuration not stated)	5	2	nt	-10	-1	-4	23
Cc1onc(-c2c(F)cccc2Cl)c1C(=O)Nc1cccc(S(=O)(=O)NCc2ccco2)c1	4	nt	1	nt	nt	nt	1

# One compound at a time, from the list above. Values in the order: S100A4 MyoIIA | FN deposition inh | Casp6 inh | C2C12 statin | esBAF inh | SIRT5 block | LGR2 antag
# `COc1cccc(-n2cnnc2SCC(=O)NC2CC2)c1` is listed as -2 | 6 | -3 | 1 | 7 | -1 | 3
# `COc1ccc(C)cc1S(=O)(=O)NNc1nc(C)cc(C)n1` is listed as -2 | -1 | 3 | nt | nt | nt | 7
# `CCn1nc(C)c(CNC(=O)c2ccc(OC3CCN(Cc4ccccn4)CC3)cc2)c1C` is listed as -1 | nt | -2 | -15 | -19 | 0 | 21
# `O=S(=O)(N[C@H]1CC[C@H](CCn2cc(-c3cccc(F)c3)nn2)O[C@H]1CO)c1ccc(F)cc1` is listed as -9 | -4 | 0 | 7 | 6 | 25* | -11

# Following part:
SMILES	S100A4 MyoIIA	FN deposition inh	Casp6 inh	C2C12 statin	esBAF inh	SIRT5 block	LGR2 antag
O=C1CCc2ccc(OCCCCN3CCN(c4cccc(Cl)c4Cl)CC3)cc2N1	7	-8	0	-3	-11	-6	2
C[C@@H]1CN(C(=O)OC(C)(C)C)CCN1c1ccc(N2CCN(Cc3ccccc3)[C@@H](C)C2)c(C#N)c1	-6	8	-2	nt	nt	-1	18
O=C(c1ccc(-c2ccccc2Cl)o1)N1CCN(c2ccccc2O)CC1	2	0	10	nt	nt	-5	7
O=C(Nc1cc(C(F)(F)F)ccc1-n1cncn1)c1ccc(Cl)cc1	nt	-12	nt	-13	-5	nt	nt
COC(=O)C1CC(Cl)CN1c1ncc(C(F)(F)F)cc1Cl (configuration not stated)	2	-8	0	-1	-5	0	27
Cc1cc(Cl)ccc1OCC(=O)Nc1cccc(S(=O)(=O)N2CCCC2)c1	-7	3	-4	3	12	3	15
COC(=O)c1c(C)[nH]c(C(=O)COC(=O)CCNS(=O)(=O)c2cccc(C(F)(F)F)c2)c1C	2	-4	7	4	-6	-1	10
CN1CCN(C(=O)C[C@H]2C[C@@H]3c4cc(NC(=O)c5cccnc5)ccc4O[C@@H]3[C@@H](CO)O2)CC1	nt	-25	nt	-1	5	nt	2
Cc1noc(C)c1S(=O)(=O)Nc1ccc2c(c1)CC(=O)N([C@H](C)CO)C[C@H](C)[C@H](CN(C)S(C)(=O)=O)O2	nt	nt	nt	14	-1	nt	-10
Cc1noc(C)c1NC(=O)N[C@H]1CC[C@H](CC(=O)N2CCCCC2)O[C@@H]1CO	-1	nt	2	0	1	0	12
C[C@@H]1CN([C@@H](C)CO)C(=O)Cc2cc(NS(=O)(=O)c3ccccc3)ccc2O[C@H]1CN(C)Cc1ccc(C(=O)Nc2ccccc2N)cc1	-15	nt	1	-30	-14	3	-14
CCCNC(=O)C1(C)CCCN(C(=O)CN2C(=O)c3ccccc3C2=O)C1 (configuration not stated)	-8	-8	-1	19	10	-2	nt
CCCCn1cnc2c(SCc3ccccc3Cl)nc(N)nc21	-1	4	4	-6	39	8	-13
CCOc1ccccc1N1CCN(C(=O)c2cc3c(C)cc(C)cc3[nH]2)CC1	2	-1	0	3	2	-3	-23
CCN(CC)c1ccc(/C=N/N2CCN(Cc3ccc(C)cc3C)CC2)c(O)c1	nt	-5	nt	-18	-10	nt	-7
COc1ccccc1-n1c(-c2ccc(Cl)cc2)c[nH]c1=S	-1	-23	-1	nt	nt	-1	-7
CC1(C)CC(=O)C(N=Nc2ccc(F)cc2)=C(O)C1	0	2	-1	nt	nt	30*	10
CO[C@H](CN(C)S(=O)(=O)c1cccc(Cl)c1)[C@@H](C)CN(C(=O)Nc1ccccc1F)[C@H](C)CO	9	-3	5	7	15	4	-6
COc1ccc(/C=C/C(=O)N(C(C)C)C(C)C)cc1Br	nt	12	nt	1	22	nt	nt
O=C(C[C@@H]1CC[C@@H](NC(=O)Nc2ccc3c(c2)OCO3)[C@H](CO)O1)NCc1ccccc1	-35	nt	-2	0	5	-2	8

# Ordered by number of heavy atoms (highest first): some entries from above.
SMILES	S100A4 MyoIIA	FN deposition inh	Casp6 inh	C2C12 statin	esBAF inh	SIRT5 block	LGR2 antag
Cc1noc(C)c1S(=O)(=O)Nc1ccc2c(c1)C(=O)N([C@H](C)CO)C[C@@H](C)[C@H](CN(C)C(=O)NC1CCCCC1)O2	1	6	1	-45	-3	2	19
O=S(=O)(N[C@H]1CC[C@H](CCn2cc(-c3cccc(F)c3)nn2)O[C@H]1CO)c1ccc(F)cc1	-9	-4	0	7	6	25*	-11
COc1cccc(-n2cnnc2SCC(=O)NC2CC2)c1	-2	6	-3	1	7	-1	3

# Other structures follow:
SMILES	S100A4 MyoIIA	FN deposition inh	Casp6 inh	C2C12 statin	esBAF inh	SIRT5 block	LGR2 antag
C[C@H]1CN([C@@H](C)CO)C(=O)c2cc(Br)cnc2O[C@@H]1CN(C)Cc1cccc(C(=O)O)c1	4	8	1	7	0	-4	-6
CN1/C(=C/C2CC(=O)NC2=O)C(C)(C)c2ccccc21 (configuration not stated)	nt	-2	nt	4	3	nt	nt
CCC(=O)N1C[C@H](C)[C@H](OC)CN(C)C(=O)c2ccc(NC(=O)COC)cc2OC[C@@H]1C	2	13	3	-8	8	-9	-2
CN(C)CCCN1C(=O)CSC1c1ccc([N+](=O)[O-])cc1 (configuration not stated)	-5	-1	2	nt	nt	5	27
CC1(C)CC(=O)C(N=Nc2ccc3ncsc3c2)=C(O)C1	nt	4	nt	-2	24	nt	nt
COc1ncc(C2=CC(=O)CC(C)(C)C2)cn1	13	-2	2	8	-4	nt	-21

# Laid out differently: results already given
C[C@@H]1CCCCO[C@@H](CN(C)CC2CCCCC2)[C@@H](C)CN([C@@H](C)CO)C(=O)c2cc(NS(=O)(=O)c3ccccc3)ccc2O1
  S100A4 MyoIIA: 17; FN deposition inh: nt; Casp6 inh: 0; C2C12 statin: 10; esBAF inh: 2; SIRT5 block: 11; LGR2 antag: -5

CC[C@]12c3[nH]c4cc(CCC(=O)N(C)C)ccc4c3CCN1C(=O)[C@@H](CC(=O)NCCN1CCOCC1)C[C@@H]2C(=O)N1CCN(C(=O)c2ccco2)CC1
  S100A4 MyoIIA: -51; FN deposition inh: -1; Casp6 inh: -19; C2C12 statin: 9; esBAF inh: 0; SIRT5 block: 2; LGR2 antag: -32

# Screening data (PubChem)
